Screening results from PubChem.
PREPL inh: inhibits the human prolyl oligopeptidase-like enzyme. inhibition, % at 5.96 µM. recombinant PREPL, fluorescence polarization activity-based probe. hit rate 0.68% among 320,000. Q4J6C6; in the data active = inhibition above about 43%;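 note: 0% = enzyme with DMSO and 100% = wells lacking enzyme; many of its hits are not listed in these tables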
TPT1 inh: C. albicans TPT1 enzyme inhibition; AID 1962; recombinant caTPT1, FP RNA substrate dephosphorylation; inhibition, % at 5 µM; hit rate 0.81% among 300,000;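 active = inhibition above the mean of all tested compounds plus 3 SD, set per screening campaign, cut at about 24% in these data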;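 note: plate controls were DMSO alone for no effect and ferristatin control at 100 nM for full effect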
PP1 counter: counter-screen for PP5 inhibitors: inhibitors of human PP1-alpha | hit rate 0.9% among 320,000 | inhibition, % at 6.7 µM | P62136 | purified PP1alpha, OMFP fluorescence;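 active = inhibition above the mean inhibition of all tested compounds plus 3 SD, computed separately for each screening campaign, cut at about 15% in these data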
Target sequence (P62136 whole entry, looked up): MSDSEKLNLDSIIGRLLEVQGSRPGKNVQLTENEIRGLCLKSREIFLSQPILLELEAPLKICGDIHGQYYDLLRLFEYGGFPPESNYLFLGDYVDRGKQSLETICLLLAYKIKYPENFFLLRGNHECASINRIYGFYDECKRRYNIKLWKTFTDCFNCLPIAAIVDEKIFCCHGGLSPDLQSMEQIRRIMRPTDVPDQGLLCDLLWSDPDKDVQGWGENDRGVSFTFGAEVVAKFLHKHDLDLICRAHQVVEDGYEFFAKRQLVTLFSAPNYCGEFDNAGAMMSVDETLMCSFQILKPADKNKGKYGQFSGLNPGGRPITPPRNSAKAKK
EBNA-1 inhibitor: blocks EBNA-1 binding to DNA; EBNA-1 DNA binding, fluorescence polarization; inhibition, % at 14.8 µM; hit rate 0.34% among 300,000; in the data active = inhibition above about 28%
HCV core dimer: blocks dimerization of HCV core protein; TR-FRET GST/Flag-core106 dimerization, 1536-well; inhibition, % at 5 µM; hit rate 0.33% among 300,000;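 active = inhibition above the mean of all tested compounds plus 3 SD, set per screening campaign, cut at about 45% in these data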
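Material: GST/Flag-tagged HCV core106 proteins. Incubation: 4 h, 22.5 °C incubation. Read-out basis: inhibition (%) from 671 over 617 nm ratio. Measured by: TR-FRET, excitation 340 nm, emission 617 and 671 nm.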
PP5 primary: PP5 (human) phosphatase inhibition. P53041. purified PP5c, OMFP substrate fluorescence. inhibition, % at 6.7 µM. hit rate 0.18% among 320,000. AID 1987;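 active = inhibition above the campaign's mean inhibition across all tested compounds plus 3 SD, cut at about 9.5% in these data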;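 note: 0% = DMSO only and 100% = 100 µM cantharidin control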
Target sequence (P53041 whole entry, looked up): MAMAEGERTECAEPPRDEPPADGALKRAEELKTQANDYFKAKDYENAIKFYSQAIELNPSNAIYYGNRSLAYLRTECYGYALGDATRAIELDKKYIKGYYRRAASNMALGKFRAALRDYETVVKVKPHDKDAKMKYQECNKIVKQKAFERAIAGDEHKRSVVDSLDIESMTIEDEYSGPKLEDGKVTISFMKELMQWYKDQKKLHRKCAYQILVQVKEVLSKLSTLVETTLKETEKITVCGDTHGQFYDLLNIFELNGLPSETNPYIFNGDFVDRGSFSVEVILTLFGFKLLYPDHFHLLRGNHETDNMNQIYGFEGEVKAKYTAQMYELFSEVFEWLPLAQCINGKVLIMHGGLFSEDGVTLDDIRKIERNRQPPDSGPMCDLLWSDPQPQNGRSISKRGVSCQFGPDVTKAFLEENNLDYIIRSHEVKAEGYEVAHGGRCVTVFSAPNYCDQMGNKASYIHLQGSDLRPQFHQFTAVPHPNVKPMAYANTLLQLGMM
Efflux pump mplx: inhibitors of Candida antifungal efflux pumps expressed in yeast | S. cerevisiae Candida pump triplex, Nile Red efflux | inhibition, % at 10 µM | hit rate 0.44% among 330,000;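 active = plate passing quality check with inhibition over a set limit, or well fluorescence over plate mean plus 4 SD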;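 note: Nile Red retained in pooled yeast measured as flow cytometry median fluorescence; 0% = buffer negative control and 100% = Enniatin B positive control; higher means more Nile Red kept so more efflux inhibition; some compounds called inactive have numbers as strong as hits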
ZTA DNA inh: blocks Epstein-Barr virus ZTA, an EBNA-1 counter-screen | inhibition, % at 11 µM | ZTA-DNA binding, fluorescence polarization | hit rate 0.15% among 320,000; in the data active = inhibition above about 33%
Target sequence (P03206 whole entry, looked up): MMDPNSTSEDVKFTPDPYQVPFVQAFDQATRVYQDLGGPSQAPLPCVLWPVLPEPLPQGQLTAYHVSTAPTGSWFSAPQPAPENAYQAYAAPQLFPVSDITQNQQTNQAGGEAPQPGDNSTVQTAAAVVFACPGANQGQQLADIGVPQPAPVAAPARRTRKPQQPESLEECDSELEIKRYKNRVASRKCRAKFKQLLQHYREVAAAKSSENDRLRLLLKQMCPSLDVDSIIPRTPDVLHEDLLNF
CTSL1 counter: blocks F. hepatica cathepsin L1 in PFM18AAP counter-screen. AID 1906. recombinant F. hepatica cathepsin L1, Z-Leu-Arg-MCA fluorescence. inhibition, % at 5.96 µM. hit rate 0.49% among 300,000;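 active = inhibition above the mean of all tested compounds plus 3 SD, set per screening campaign, cut at about 17% in these data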;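 note: 0% = plate median of test compound wells and 100% = 1 µM Z-Phe-Ala-diazomethylketone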
An asterisk follows results filed as active; . = not tested or not shown. An excerpt (hit frequency here may not be typical).

SMILES	PREPL inh	TPT1 inh	PP1 counter	EBNA-1 inhibitor	HCV core dimer	PP5 primary	Efflux pump mplx	ZTA DNA inh	CTSL1 counter
Cc1ccc(C(=O)O)cc1NC(=O)CSc1ncnc2sc3c(c12)CCC3	-1	1	2	3	5	0.1	-0.1	4	-1
COc1ccc(NC(=O)N2CCN(c3nc(-c4cccc(OC)c4)cs3)CC2)cc1	37	3	0	-2	0	4.2	-0.3	1	1
CCN(CC)C(=O)C1CCCN(C(=O)c2oc3ccc(C)cc3c2C)C1 (stereo not given)	12	-3	-4	6	1	4.9	-0.4	10	-2
O=C(NC1CCCCC1)C(c1ccncc1)N(CC1CCCO1)C(=O)C(F)(F)F (stereo not given)	9	5	-4	-11	0	-0.9	0.2	5	-4
O=C(C1CCC(CNc2c(N3CCOCC3)c(=O)c2=O)CC1)N1CCN(c2ccccc2)CC1 (stereo not given)	30	1	-2	6	6	-2.2	0.1	0	-1
CC1C(=NO)C(C)C(c2ccccc2)NC1c1ccccc1 (stereo not given)	13	-6	0	2	-3	3.1	-0.1	-6	-2
CCOC(=O)C(NC(C)=O)(NC(C)C)C(F)(F)F (stereo not given)	6	4	3	0	-1	1.1	-0.1	2	-1
CC1CCc2nc(NC(=O)C3CC3)sc2C1 (stereo not given)	4	-4	-4	-3	5	0.8	0.1	3	-3
N#Cc1ccc(COC(=O)c2ccc3c(=O)[nH]c(CN4CCOCC4)nc3c2)cc1	13	-2	-1	12	-1	-1.3	-0.1	3	1
CCN(CC)S(=O)(=O)c1ccc(NC(=O)C(OC)c2ccccc2)cc1 (stereo not given)	-4	0	-1	8	-1	0.1	0.1	3	-2
COC(=O)c1ccc(NS(=O)(=O)NC(=O)c2c[nH]c3ccccc23)cc1	2	-5	-2	4	-10	0.8	0.0	3	1
COc1cc2cc(C)c3nnc(SCC(=O)Nc4cc(C)on4)n3c2cc1OC	8	-2	-3	3	-13	-3.3	-0.1	-1	5
CC1(C)SC(=S)N(NC(=O)Nc2ccccc2)C1N(O)C(=O)Nc1ccccc1 (stereo not given)	-44	-9	4	4	8	3.8	-0.1	-6	6
CN(/N=C/c1ccc(Br)o1)C1=NS(=O)(=O)c2ccccc21	-6	-6	2	0	6	1.8	-0.1	6	-1
O=C(Nc1ccc2c(c1)oc1ccccc12)C1CC1	-16	-1	-1	-4	-4	4.1	0.0	-10	0

The last two entries of the section before lead into the next.
SMILES	PREPL inh	TPT1 inh	PP1 counter	EBNA-1 inhibitor	HCV core dimer	PP5 primary	Efflux pump mplx	ZTA DNA inh	CTSL1 counter
CN(/N=C/c1ccc(Br)o1)C1=NS(=O)(=O)c2ccccc21	-6	-6	2	0	6	1.8	-0.1	6	-1
O=C(Nc1ccc2c(c1)oc1ccccc12)C1CC1	-16	-1	-1	-4	-4	4.1	0.0	-10	0
Nc1c(Cl)ncnc1N/N=C/c1ccc2ccccc2n1	64*	2	11	-11	-9	3.1	-0.3	-11	14
CCC(C(=O)NCCC1=CCCCC1)n1nc(C)c2c(C)n(-c3ccccc3)nc2c1=O (stereo not given)	19	-1	0	4	-7	3.2	-0.1	0	1
CCCC(=O)NNc1c2ccccc2nc2ccccc12	2	0	-2	-6	-34	-0.2	-5.7	-6	1
Cc1csc2ncc(C(=O)N3c4ccccc4CC3C)c(=O)n12 (stereo not given)	-4	0	-2	-17	8	0.8	0.1	9	4
CN(C)CCCNc1oc(/C=C/c2cccs2)nc1S(=O)(=O)c1ccccc1	20	3	3	-8	-8	-6.6	0.0	-2	-10
O=C1NC2(CCc3ccccc32)C(=O)N1CCOc1ccc(Cl)cc1 (stereo not given)	14	5	-1	1	0	1.2	0.1	18	-2
COc1ccc(OCC(=O)NCCCN2CCOCC2)cc1	14	2	-5	2	1	0.3	0.2	5	3
COc1ccc(C(=O)CSc2nnc(-c3ccc(C)cc3)o2)cc1	-10	0	4	-2	0	3.8	0.1	6	-4
CCOC(=O)c1c(NC(N)=O)sc(C)c1C	1	-1	1	-7	-2	-1.4	-0.1	-1	-1
O=C(O)CCN1C(=O)/C(=C\c2cccc(OCc3ccccc3)c2)SC1=S	-21	1	-5	0	21	0.3	-0.2	-4	0
O=C(NCc1ccccc1)c1c[nH]c2ccc(S(=O)(=O)Nc3ccc4c(c3)OCCO4)cc2c1=O	-8	-5	3	3	9	4.8	0.0	-17	-5
COc1ccc(OCC(=O)NNC(=O)C(=O)Nc2ccc(C)cc2)cc1	0	-1	1	-3	-8	-0.2	-0.2	-23	-1
COc1ccccc1N(C)S(=O)(=O)c1ccc(C(=O)OCC(=O)NCc2ccco2)cc1	6	-5	1	5	0	0.1	-0.1	-14	0
Cc1ccccc1CNC(=O)C(=O)NCC1OCCCN1S(=O)(=O)c1ccc(F)cc1C (stereo not given)	5	-2	-3	4	0	0.0	0.0	-10	-1
CC(C)c1ccc(COc2ccc(C(=O)N3CCOCC3)cc2)cc1	5	-3	0	-10	10	4.1	0.1	-14	2

Entries of single compounds, looked up by structure. Order of screens: PREPL inh	TPT1 inh	PP1 counter	EBNA-1 inhibitor	HCV core dimer	PP5 primary	Efflux pump mplx	ZTA DNA inh	CTSL1 counter
COc1ccc(OCC(=O)NNC(=O)C(=O)Nc2ccc(C)cc2)cc1 across the screens: 0	-1	1	-3	-8	-0.2	-0.2	-23	-1
O=C(O)CCN1C(=O)/C(=C\c2cccc(OCc3ccccc3)c2)SC1=S across the screens: -21	1	-5	0	21	0.3	-0.2	-4	0
Cc1ccccc1CNC(=O)C(=O)NCC1OCCCN1S(=O)(=O)c1ccc(F)cc1C (stereo not given) across the screens: 5	-2	-3	4	0	0.0	0.0	-10	-1

Later entries
SMILES	PREPL inh	TPT1 inh	PP1 counter	EBNA-1 inhibitor	HCV core dimer	PP5 primary	Efflux pump mplx	ZTA DNA inh	CTSL1 counter
CCOC(=O)C1CCN(c2cc(=O)n(-c3ccccc3Cl)c(=O)[nH]2)CC1	1	-2	0	13	0	-1.7	0.3	12	-2
CC1CC(=O)Nc2ccccc2N1C(=O)Nc1ccccc1 (stereo not given)	1	-1	-3	-1	1	0.7	0.1	5	4
COc1ccc2c(c1)-c1nc(N)sc1CC2	8	-2	-1	-7	-13	-0.9	0.2	8	0
S=c1[nH]c2ccccc2n2c(=S)[nH]nc12	13	-1	2	-11	-39	0.2	0.1	-7	-1
Nc1ccc2nc(COc3ccccc3)[nH]c2c1	20	-3	-1	0	2	3.0	0.1	-9	-6
O=C(CN1C(=O)c2cccnc2Oc2ccc(Cl)cc21)Nc1ccccc1F	4	9	-2	-12	16	3.6	0.7	4	-3
COc1ccc(/C=C(/NC(=O)c2ccccc2)c2nc3ccccc3[nH]2)cc1OC	-1	1	7	3	-2	0.0	-0.2	-4	7
COc1cccc(-c2nc(SCC(=O)Nc3nc(-c4ccccc4)c(C)s3)[nH]c(=O)c2C#N)c1	-17	-5	17*	15	21	1.2	-0.1	15	-1
S=C(NCCc1ccccc1)Nc1ccccc1Cl	1	1	0	8	0	1.7	0.0	6	-3
Cc1cc(Nc2nc3ccccc3[nH]c2=O)n(-c2ccccc2)n1	6	-3	7	4	-2	0.7	-0.2	8	2
CCn1nc(NS(=O)(=O)c2ccccc2)c2cc3cc(C)ccc3nc21	11	0	0	-16	-15	1.4	0.6	-11	-9
Cc1cnc(C(=O)OCc2ccc(Br)cc2F)cn1	6	-1	-2	1	6	-1.1	-0.8	-3	0
COc1ccc(NC(=O)Nc2ccc([N+](=O)[O-])cc2)cn1	10	-15	1	14	12	-0.8	-0.3	10	3
C=CCN(c1ccccc1)S(=O)(=O)c1cccc(C(=O)Nc2ccncc2)c1	-18	0	-1	-4	6	5.3	-0.1	7	0
COc1cc(NC(=O)c2ccc(Br)o2)c(C(=O)O)cc1OC	2	-3	-4	0	1	-2.2	0.0	11	0
COCc1cc(CN2CCN(CCc3ccccc3)C(CCO)C2)ccc1OC (stereo not given)	-1	-1	2	-8	-6	1.4	0.0	-7	-1
FC(F)(F)c1nc(NCc2ccccc2)c2nnn(Cc3ccccc3)c2n1	1	-4	2	-1	-8	0.9	0.1	-14	-3
CN(C)S(=O)(=O)c1ccc(NC(=O)CN2CCCC2c2ccc3c(c2)OCCCO3)cc1 (stereo not given)	11	.	0	.	.	-0.2	0.2	6	.
Cc1c(C(=O)Nc2ccccc2[N+](=O)[O-])csc1-c1ccccc1	-6	-1	0	-2	-7	2.6	0.0	-12	0
CCCCCOc1ccc(NC(=O)C(=O)NCCCn2ccnc2)cc1	7	1	44*	-12	-1	3.3	0.1	18	-7
COc1ccc(/C=N/NC(=O)C(=O)N2CCCCCC2)cc1	-4	1	0	-8	2	1.0	0.2	-3	1
Cc1ccc(C)c(Nc2ncnc(N)c2[N+](=O)[O-])c1	-4	-1	3	-4	0	-2.4	-0.2	10	-2
COC(=O)c1ccc(COc2cc([N+](=O)[O-])cc3cccnc23)cc1	11	1	-6	1	3	0.9	0.0	4	2
CC(=O)Oc1ccc(C(=O)Nc2nccs2)cc1	9	2	1	0	-8	0.6	-0.1	-3	-24
Cc1cc2c(ccc3c2no[n+]3[O-])nn1	13	3	-2	-9	1	2.7	0.2	-17	-2
CC1CCN(C(=O)Cn2cc(SCC(=O)NCC3CCCO3)c3ccccc32)CC1 (stereo not given)	0	-2	-9	2	0	-0.2	0.0	0	-7
CC1CC(CC(C)C(=O)Nc2nncs2)C(=O)O1 (stereo not given)	13	-2	-10	-3	2	2.3	0.2	14	-2
C=CCn1c(SCC(=O)Nc2ccccc2C)nnc1-c1ccncc1	-7	-1	0	-8	0	2.4	0.1	11	-1
Cc1cc(Nc2ccccc2)nc(N)n1	13	3	-4	4	0	3.8	0.4	-16	0
COc1ccc(C)cc1S(=O)(=O)N(C)CC(=O)N1CCC(C)CC1	5	-1	-2	0	-1	0.9	0.0	4	-5
O=C(Cn1cnc2ccccc2c1=O)N1CCc2ccccc2C1	-8	0	-1	-18	-5	1.2	-0.1	-9	-2
CC(=O)Cc1nsc(NC(=O)c2ccc(COc3ccccc3Cl)o2)n1	-15	4	2	-13	-1	1.0	0.0	6	0
Cc1cccc(C(=O)O)c1[N+](=O)[O-]	-1	.	3	.	.	-0.1	-0.1	-6	.
COc1ccc(-n2c3c(cc(C(=O)NCc4ccco4)c2=O)C(=O)CC(C)(C)C3)cc1	-4	-1	-3	-4	10	0.4	0.0	-5	13
O=C1c2ccccc2-c2n[nH]c(=O)c3ccc(N4CCCCC4)c1c23	22	4	5	-10	17	4.4	0.1	-17	4
Cc1cccc(CC(=O)NCCN2CCCCC2)c1	2	4	0	-7	6	-1.1	0.0	-11	0
Cc1ccc(Nc2nc(C(=O)N3CCC(C(=O)NCCN4CCOCC4)CC3)cs2)cc1	5	-1	-5	6	-1	-1.3	0.0	5	-2
O=C(NCC(=O)N1CCCCCCC1)c1ccc(Br)o1	4	-2	-5	1	-3	1.7	-0.1	10	1
O=C(Cc1ccccc1F)NC1CCSc2ccccc21 (stereo not given)	-2	-4	-2	-1	-4	-2.1	0.0	7	2
O=C(N/N=C/c1ccccc1)c1[nH]ncc1Br	3	-4	-1	3	-2	1.3	-0.1	-7	1
Cc1cccc(-c2oc3ccc(-c4ccc5c(c4)OCO5)cc3c2-c2ccc(OC3CCCCO3)cc2)c1 (stereo not given)	1	5	1	6	-9	2.1	0.1	5	2
C/C(Cc1ccccc1)=N\NC(=O)CNC(=O)c1ccccc1F	7	4	0	-1	-3	-0.5	0.3	10	-1
C=CCNC(=O)c1snnc1-c1ccccc1	-1	0	-2	8	-1	1.2	-0.1	3	7
Cc1ccc(NS(=O)(=O)c2ccc(-c3coc(C)n3)cc2)c(Br)c1	14	2	0	7	9	2.8	-0.2	13	0
COCCNc1c2c(nc3c(-c4ccccc4)c(C)nn13)CCCC2	15	-3	2	6	-4	3.2	-0.1	-14	0
